Myeloid diff MLP = myeloid differentiation induction; AID 624256; calls only at 10 µM; hit rate 1% among 360,000; ER-HoxA9 myeloid progenitors, lysozyme-GFP differentiation, flow cytometry;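 active = normalized GFP-positive differentiation at or above the plate's own cutoff, the solvent-only control mean plus 3 SD; inconclusive = no clear call, values can overlap the other calls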;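 also: cells exposed to compound for four days before flow analysis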
NTR1 agonist = NTR1-driven beta-arrestin-GFP spot formation – imaging, U2OS cells, high content, primary screen (AID 493036). agonist mode. P30989. hit rate 0.17% among 330,000. activation, % at 20 µM;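 active = activation at or above 40% of the spot to cytoplasm intensity ratio, with at least 20 cells analyzed; inconclusive = wells under 20 cells, flagged as cytotoxic or low count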;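 also: 0% = DMSO without peptide and 100% = 100 nM NTR1 peptide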
Target sequence (P30989 whole entry, looked up): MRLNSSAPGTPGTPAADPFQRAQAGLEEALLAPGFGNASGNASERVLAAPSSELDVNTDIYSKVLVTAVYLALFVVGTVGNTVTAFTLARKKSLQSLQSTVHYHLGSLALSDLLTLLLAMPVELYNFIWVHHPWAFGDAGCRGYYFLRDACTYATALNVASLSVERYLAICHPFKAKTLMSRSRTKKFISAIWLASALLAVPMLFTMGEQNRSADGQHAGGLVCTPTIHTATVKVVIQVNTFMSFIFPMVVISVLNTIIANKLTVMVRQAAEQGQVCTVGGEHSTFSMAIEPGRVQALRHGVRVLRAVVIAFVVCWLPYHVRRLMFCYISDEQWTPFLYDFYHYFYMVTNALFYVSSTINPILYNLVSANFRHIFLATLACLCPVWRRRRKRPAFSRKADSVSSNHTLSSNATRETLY
T cell HTS = T cell immune modulation candidate | 2C CD8+ T cell-vesicle binding, flow cytometry; active compounds read low | hit rate 0.068% among 330,000 | calls only at 7 µM | AID 2052;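 active = response, share of CD8 T cells binding vesicles, and their 90th percentile fluorescence all below set limits, cut at about 80% in these data, passing the limit was not always enough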
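Assay system: 2C TCR transgenic mouse naive CD8+ T cells, MACS-purified | Read-out: CD8+ gate FL2 mean fluorescence as % of same-row positive control | Signal: High-throughput flow cytometry with anti-B7-1 and anti-CD8 staining | Timing: Binding step 1.5 h, 37 °C, antibody labelling 20 min, ice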
NOD2 inhibition = inhibition of NOD2-driven NF-kB reporter – cell-based, luminescence, uHTS, HEK293 (AID 1566); inhibition, % at 4 µM, or EC50 in µM where a hit was titrated; HEK293 NOD2/NF-kB luciferase reporter, luminescence; higher % means a stronger effect; hit rate 0.63% among 290,000; also: many of its hits are not listed in these tables
GPR55 beta-arrestin = GPR55 agonists via beta-arrestin recruitment, primary screen, imaging, U2OS cells, beta-arrestin-GFP redistribution (AID 1961) | U2OS GPR55 beta-arrestin-GFP redistribution imaging; higher % means a stronger effect | hit rate 0.048% among 290,000 | activation, % at 10 µM, or EC50 in µM where a hit was titrated;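 active = activation above 40% with more than 50 cells counted in the well; inconclusive = wells holding fewer than 50 cells, flagged as toxic or sparse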;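 also: U2OS osteosarcoma cells stably expressing GPR55 and beta-arrestin-GFP; plate controls were DMSO negative control for no effect and LPI positive control for full effect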
KOR beta-arrestin-1 = KOR agonists, beta-arrestin recruitment, primary screen, cell-based, luminescence, uHTS (AID 1777) | hit rate 0.02% among 280,000 | one-dose activation, % at 10 µM; EC50 in µM for titrated hits | KOR beta-arrestin recruitment, luminescence; higher % means a stronger effect; in the data active = activation above about 50%, passing the limit was not always enough; also: a part of the inactive calls stands beside numbers as strong as those of hits
NOD1 NF-kB reporter = NOD1 signaling inhibitors, primary screen, cell-based, luminescence, uHTS (AID 1578); NOD1-driven NF-kB luciferase reporter cells, luminescence; higher % means a stronger effect; hit rate 1% among 290,000; inhibition, % at 4 µM, or EC50 in µM where a hit was titrated; in the data active = inhibition mostly above about 36%, no sharp cut-off; inactive = mostly below about 34%;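 also: HEK-293T reporter cells stimulated with the NOD1 agonist gamma-tri-DAP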
GPR55 antagonists = GPR55 antagonists blocking LPI-driven arrestin recruitment, primary screen, imaging, U2OS, beta-arrestin-GFP, LPI agonist (AID 2013) | U2OS GPR55 beta-arrestin-GFP translocation imaging, LPI antagonism; higher % means a stronger effect | inhibition, % at 10 µM; hits with a dose series show IC50 in µM | hit rate 0.13% among 290,000;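 active = spots per cell inhibited over 60%, with over 100 cells counted and total cytoplasm intensity under 500,000; inconclusive = wells with under 100 cells, flagged as likely toxic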;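 also: U2OS cells stably carrying GPR55 and arrestin-GFP stimulated by 5 µM LPI near EC80; imaged beta-arrestin-GFP aggregate spots per cell after agonist stimulation; plate controls were LPI-stimulated DMSO wells for no effect and DMSO wells without LPI for full effect; some results filed as inactive read as strong as hits; confirmed hits need IC50 under 10 µM and bright autofluorescent wells are also inconclusive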
KOR beta-arrestin-2 = kappa opioid receptor blockers – cell-based, luminescence, uHTS (AID 1778); KOR beta-arrestin recruitment, luminescence, antagonist mode; higher % means a stronger effect; inhibition, % at 10 µM, or IC50 in µM where a hit was titrated; hit rate 0.091% among 290,000; also: strong numbers were not always called active
T cell HTS vesicle-bound % = further read-out of T cell HTS, marked with its call; double positive events, %; measured here: CD8+ vesicle-bound cell fraction;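 binding gate set so that unloaded-vesicle control wells show 10% double positive cells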
NTR1 agonist cell count 20 µM = also measured in NTR1 agonist; calls as there; cell count; measured here: cell count, cytotoxicity flag
Myeloid diff MLP GFP+ MAC1+ % = second read-out of Myeloid diff MLP, no call of its own (marks repeat the call); GFP+ MAC1+ double positive, %; measured here: differentiation confirmed by MAC1 staining
Active calls of the source: *; i = inactive; ? = inconclusive; . = no result given; [ ] = dose if it differs, or a comment. Rule as the data show it, unless noted: active = inhibition above about 50%; inactive = the rest. An excerpt. The share of hits here may be higher or lower than overall.

SMILES	Myeloid diff MLP	Myeloid diff MLP GFP+ MAC1+ %	NTR1 agonist	NTR1 agonist cell count 20 µM	T cell HTS	T cell HTS vesicle-bound %	NOD2 inhibition	GPR55 beta-arrestin	KOR beta-arrestin-1	NOD1 NF-kB reporter	GPR55 antagonists	KOR beta-arrestin-2
Cc1nc(Nc2ccc(Cl)cc2)c2nnn(Cc3ccccc3)c2n1	i	0.6	-0.3	55	i	53.6	14.5%	-0.1%	.	-12.4%	11.9%	-14.7%[20 µM]
CC(C)(C)OC(=O)N1CCC(C(=O)N2CCOCC2)CC1	i	0.5	3.1	32	i	25.3	1.0%	0.3%	-0.7%	-10.6%	3.1%	-20.0%
COc1ccc(Br)cc1C(=O)N/N=C/c1ccc([N+](=O)[O-])cc1	i	0.1	-0.3	55	i	55.7	11.1%	-0.7%	53.3%	-62.0%	11.2%	-101.2%
Cc1cc(=O)[nH]c(N/N=C/c2cc(C)n(CC(F)(F)F)c2C)n1	.	.	-0.7	66	i	25.4	30.1%	0.7%	2.8%	5.2%	-15.5%	19.4%
O=C(Cn1c(C(=O)OCCO)cc2ccccc21)c1ccccc1	i	2.0	-0.6	49	i	57.5	0.3%	0.0%	-5.9%	-22.3%	10.7%	-32.8%[20 µM]
COc1ccc(N(CC(=O)N2CCCCC2)S(=O)(=O)c2c(C)nn(C)c2C)cc1	i	4.1	0.1	116	i	18.7	3.0%	-0.1%	21.3%	3.9%	3.1%	-37.5%
O=c1[nH]c(=O)n(C2CCCCCC2)c(O)c1C=NCc1ccc(F)cc1	i	0.9	2.2	95	i	27.6	-1.8%	0.0%	-4.1%	.	7.6%	20.8%
COc1ccc(C(=O)N2CCc3cc4c(cc3C2C)OCCCO4)cc1 (stereo unspecified)	i	2.0	-1.6	89	i	22.2	11.2%	-0.2%	1.6%	-10.8%	7.6%	-19.2%[20 µM]
O=S(=O)(NCCc1cccs1)c1ccc(Br)cc1	i	3.1	-0.6	54	i	19.1	-1.4%	0.0%	1.1%	-14.4%	6.3%	-14.3%
COc1ccc(C(=O)C(OC(=O)CNC(=O)c2ccco2)c2ccccc2)cc1 (stereo unspecified)	i	1.0	-1.9	87	i	22.6	-2.0%	-0.1%	-3.8%	-7.7%	-5.6%	26.6%
CC(C)NC(=O)c1ccccc1NC(=O)C1CCCO1 (stereo unspecified)	i	6.7	-1.9	49	i	38.5	1.0%	-0.1%	-2.4%	5.9%	12.2%	-4.8%
COc1cccc2sc(Nc3nc4ccc(NC(C)=O)cc4s3)nc12	i	0.2	.	.	i	31.9	-118.0%	0.2%	-0.1%	68.1%	-17.0%	3.9%
CO/N=C/c1ccc(N2CCN(C(=O)c3cccc(C(F)(F)F)c3)CC2)c([N+](=O)[O-])c1	i	0.6	10.2	96	i	37.0	-1.1%	-0.3%	2.5%	-17.7%	5.8%	24.9%
COc1ccc(Cl)cc1C(=O)Nc1nc2ccccc2[nH]1	i	1.7	3.2	47	i	20.4	-60.0%	0.2%	4.6%	33.5%	-11.1%	-26.6%
CN(C)S(=O)(=O)c1ccc(Oc2ccc(S(=O)(=O)N(C)C)cc2)cc1	i	1.4	0.4	45	i	8.9	27.0%	-0.1%	-0.3%	27.3%	-7.9%	-17.6%
S=C(NC12CC3CC(CC(C3)C1)C2)N1CCOCC1	i	0.7	1.4	54	i	10.3	-2.1%	0.2%	4.2%	-16.9%	-14.6%	-5.7%[20 µM]
CS(=O)(=O)N(CC(=O)N1CCCC1)c1ccc(Cl)c(Cl)c1	i	7.7	0.5	44	i	19.3	9.9%	-0.1%	-0.4%	-0.5%	14.9%	-3.6%
CSCC[C@H](NC(=O)Cc1c(C)c2c(cc(C)c3c(C)coc32)oc1=O)C(=O)O	i	0.6	0.3	90	i	38.9	1.1%	0.0%	-3.0%	6.2%	-1.7%	-25.3%
C=CCN(CC=C)S(=O)(=O)c1ccc(C(=O)Nc2sc3c(c2C(N)=O)CCCCC3)cc1	i	1.6	-0.5	72	i	44.7	21.5%	-0.1%	1.8%	-4.5%	6.4%	11.4%
Cc1cc(C(=O)Nc2sc3c(c2C#N)CCCC3)no1	i	2.1	-0.1	43	i	8.1	-98.0%	-0.1%	-5.6%	-45.0%	3.3%	38.3%
Cc1cccc(C)c1NC(=O)Nc1ccc2c(c1)OCO2	i	0.2	-0.4	85	i	56.5	-5.0%	-0.3%	-5.1%	-29.8%	-1.5%	3.5%
O=C(Nc1nnc(C2CC2)s1)c1cc(Cl)sc1Cl	i	6.4	-0.1	54	i	63.1	-5.8%	0.0%	-1.7%	-48.0%	-3.9%	-3.2%
CCOC(=O)c1c(C)n(-c2ccc(C)cc2)c2ccc(OCC(O)CN3CCN(C)CC3)cc12 (stereo unspecified)	i	0.5	.	.	.	.	14.3%	-0.4%	6.1%	-20.4%	14.2%	-13.8%
N#C/C(=C\c1ccc(OCc2ccc(Cl)cc2)cc1)C(=O)Nc1cccc(C(=O)O)c1	i	0.6	0.5	46	i	32.0	-31.5%	1.0%	4.7%	-8.9%	-21.5%	-41.6%
COC(C[C@H](O)CC(=O)[C@H](C)OCc1ccccc1)OC	i	0.7	0.2	51	.	.	11.9%	0.3%	-1.9%	3.0%	-10.3%	16.6%
CCOC(=O)N1CCN(C(=S)Nc2cc(OC)c(OC)cc2C(=O)OC)CC1	i	6.6	-0.9	54	i	39.1	13.6%	-0.1%	0.0%	6.5%	6.1%	0.9%
C=CCOc1nc2c(c(=O)n(Cc3ccc(Cl)cc3)c(=O)n2C)n1C	i	2.2	2.2	44	i	38.0	13.3%	-0.2%	-4.5%	-10.9%	2.7%	-16.8%
Cc1ccc2cc(/C=N/Nc3ccc(C(=O)O)cc3)c(Cl)nc2c1	i	0.1	2.4	42	i	34.7	-115.7%	0.5%	6.3%	-11.9%	-11.1%	-51.0%
CCOc1ccccc1NC(=O)Cn1nnc(C(=O)NCc2cccs2)c1N	?	.	1.8	61	i	10.0	-21.2%	-0.1%	1.6%	5.1%	-16.5%	-139.4%
Cc1cccc(C2C3=C(Nc4[nH]n(-c5ccccc5)c(=O)c42)c2ccccc2C3=O)c1 (stereo unspecified)	i	0.4	.	.	.	.	16.5%	-0.2%	-2.0%	-2.9%	5.2%	14.1%
CC(C)(C)NC(=O)N1CCN(c2nc3ccc(Cl)cc3s2)CC1	i	1.1	-0.8	87	i	37.8	9.7%	0.4%	-3.5%	-2.6%	10.7%	12.6%
O=C(CN(Cc1ccccc1Cl)C(=O)c1csnn1)NCc1ccccc1	i	0.5	2.3	51	i	19.0	0.9%	0.0%	-1.3%	-40.8%	3.5%	-3.7%
Cn1ccnc1SCC(=O)Nc1ccc2ccccc2c1	i	5.0	-0.8	50	i	15.9	-90.3%	-0.1%	-4.8%	-40.1%	-4.1%	-7.1%
Cc1cc(C)n(-c2cc(C(=O)O)cc(C(=O)O)c2)n1	i	0.0	0.7	33	i	56.8	24.2%	0.5%	-10.7%	-25.5%	10.3%	-12.2%[20 µM]
COc1ccc(N/C=C(\C2OC(=O)c3ccccc32)[N+](=O)[O-])cc1 (stereo unspecified)	i	0.1	1.1	35	i	37.5	1.1%	0.2%	3.9%	-18.4%	5.9%	-16.0%
CCOC(=O)C1(CC2CCCCO2)CCN(C2CCSCC2)CC1 (stereo unspecified)	i	0.3	-1.0	47	i	49.1	-5.1%	0.1%	-5.1%	-42.2%	-11.5%	-12.7%
COc1ccc(C2=NN(c3ccccc3)C(=O)/C2=C\c2ccc(O)c(OC)c2)cc1	i	0.7	1.7	87	i	55.5	3.5%	1.2%	-1.5%	-18.3%	-6.3%	-26.4%
CCN(CC)CCNC(=O)CNC(=O)c1nn(-c2ccc(OC)c(OC)c2)c(=O)c2ccccc12	i	0.5	-1.7	71	i	17.8	7.7%	0.0%	-5.2%	-9.9%	7.7%	-6.6%
CCNc1nc(NCC)nc(NC(N)=S)n1	i	0.9	2.6	50	i	50.1	-5.7%	-0.2%	4.1%	-36.7%	13.5%	5.8%
c1ccc(-c2nc(-n3nc4ccccc4n3)nc3ccccc23)cc1	i	0.6	15.1	53	i	15.0	-5.0%	-0.1%	-1.3%	-56.1%	8.3%	10.1%
COC(=O)C1=C(C(=O)OC)C(c2ccccc2O)c2sc(=O)[nH]c2S1 (stereo unspecified)	i	1.0	1.3	68	i	7.0	-4.6%	0.8%	3.9%	-5.2%	-13.6%	-39.3%
Cc1ccc(N=Cc2c(O)ccc3ccccc23)cc1F	i	0.4	3.4	45	i	47.2	-6.7%	0.0%	3.0%	29.9%	-5.7%	-35.1%
COc1ccc(NC(=O)CN2CCN(C(=S)NC3CCCC3)CC2)cc1	i	0.4	1.0	50	i	19.7	-7.7%	0.6%	1.1%	-7.6%	14.2%	20.3%
Cc1ccc(/C=N/n2c(-c3ccc(Cl)cc3)n[nH]c2=S)s1	i	0.1	3.7	22	i	59.4	-0.9%	0.1%	2.4%	3.5%	3.1%	-54.9%
CC(=O)Nc1ccc(S(=O)(=O)Nc2nc3ccccc3nc2Sc2nncn2C)cc1	i	7.8	0.5	47	i	23.3	-0.3%	-0.2%	4.4%	-24.0%	-2.2%	-49.9%
O=c1c2c(-c3cccc([N+](=O)[O-])c3)ccnc2[nH]n1-c1ccccc1	i	0.8	2.3	100	i	9.6	-2.2%	0.0%	-1.7%	-9.9%	4.9%	-17.1%
Cc1cc(OCC(=O)NCCO)cc(C)c1Cl	i	1.4	-1.8	72	i	22.6	-4.4%	-0.3%	2.5%	-22.8%	-0.8%	-15.4%
O=C1CNC(=O)N1CC(O)Cn1c2ccccc2c2ccccc21 (stereo unspecified)	i	0.7	0.8	86	i	60.2	9.4%	-0.1%	4.5%	-66.1%	12.2%	-0.9%
Cn1c(CN2CCOCC2)nnc1SCC(=O)NCCc1ccccc1	i	1.2	0.4	75	i	10.4	8.2%	-0.1%	-5.8%	.	1.4%	14.8%
Fc1cccc(Cn2ccc(-c3ccc4c(c3)OCO4)n2)c1	i	1.1	0.3	72	i	35.1	-68.5%	-0.1%	-3.6%	-28.4%	-2.7%	-18.2%

High-throughput results deposited in PubChem BioAssay by several laboratories.
